EPAC2 antag = antagonists of human EPAC2. EPAC2 GEF exchange of Rap1B-BODIPY-GDP, fluorescence. 360,000 compounds, 0.18% hits. AID 720708. Potency, µM (doses to about 114 µM), for inactives: top-dose activity, negative = inhibition, most hits filed as inhibitors; further: on the % scale 0 is the no-effect control and ±100 the full control effect; nearly all actives have a fitted effect of over 45% in size; many of its hits are not listed in these tables
EPAC1 antag = antagonists of human EPAC1; 360,000 compounds, 0.14% hits; EPAC1 GEF assay, Rap1b-BODIPY-GDP exchange fluorescence; Potency, µM (doses to about 115 µM), inactives show at the highest dose activity change, negative = inhibition, most hits filed as inhibitors; O95398;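 further: plate controls were vehicle for no effect and positive control for full effect; nearly all actives have a fitted effect of over 50% in size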
EPAC1 ag = agonists of human EPAC1; O95398; EPAC1 agonist qHTS, biochemical assay; response scale: 100% = response to 6.5 mM cAMP; Potency, µM (titrated, usually from 154 µM), for inactives: at the highest dose activation, hits mostly activators; 360,000 compounds, 0.073% hits; AID 720707; further: nearly all actives have a fitted effect of over 60% in size
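EPAC1 100 nM, Rap1B–BODIPY-GDP 250 nM, unlabeled GDP 50 uM; compound titration; 5 min RT; kinetic read ex480/em540 at 5-min intervals ×30 min; data normalized to 6.5 mM cAMP agonist control.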
PTHR1 ag = agonists of human PTHR1 parathyroid hormone receptor; 410,000 compounds, 0.075% hits; AID 743266; HEK293 GP2 PTHR1 cells, GloSensor cAMP luminescence, 1 h; Potency, µM (highest dose often 115 µM), inactives show top-dose activation, hits mostly activators; Q03431; further: nearly all actives have a fitted effect of over 55% in size; some results filed as inactive show a strong effect at the top dose; inactives centre near -15; many of its hits are not listed in these tables
Target sequence (Q03431 whole entry, looked up): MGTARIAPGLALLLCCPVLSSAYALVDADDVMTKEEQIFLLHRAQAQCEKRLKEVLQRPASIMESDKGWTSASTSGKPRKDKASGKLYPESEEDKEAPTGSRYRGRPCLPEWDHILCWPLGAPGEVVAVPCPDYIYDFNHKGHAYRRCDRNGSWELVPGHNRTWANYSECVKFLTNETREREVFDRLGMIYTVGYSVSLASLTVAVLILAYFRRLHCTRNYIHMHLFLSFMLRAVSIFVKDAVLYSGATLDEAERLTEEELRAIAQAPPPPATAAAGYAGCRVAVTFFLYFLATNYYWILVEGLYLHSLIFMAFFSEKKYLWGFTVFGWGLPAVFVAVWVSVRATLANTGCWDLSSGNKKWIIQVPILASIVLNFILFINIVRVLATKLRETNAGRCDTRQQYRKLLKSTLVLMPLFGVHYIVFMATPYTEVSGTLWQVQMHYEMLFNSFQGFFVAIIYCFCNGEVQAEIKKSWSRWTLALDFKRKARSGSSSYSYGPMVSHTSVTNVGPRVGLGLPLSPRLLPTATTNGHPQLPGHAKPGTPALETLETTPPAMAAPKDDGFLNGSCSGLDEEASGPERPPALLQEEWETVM
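HEK-293-derived GP2 cells expressing PTHR1 and a GloSensor cAMP reporter, 3,000/well, plated overnight, given luciferin plus IBMX (each 0.5 mM as added) for 1 h at 37 °C, then compound for 1 h at 37 °C. Luminescence was read after 15 min at room temperature.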
TDP-43 yeast inh = rescues yeast growth from TDP-43 toxicity; TDP-43 expressing yeast growth rescue, BacTiter-Glo, 24 h; 410,000 compounds, 1.8% hits; Potency, µM (doses to about 46.1 µM), for the others: top-dose growth rescue (activation), most hits filed as activators; further: % of control where 0% means no effect; nearly all actives have a fitted effect of over 50% in size
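Yeast expressing TDP-43 (pregrown in raffinose, seeded at OD600=0.02 in galactose medium) exposed to compounds 24 hr at 30 deg C. Growth read by BacTiter-Glo luminescence; rescue of toxicity appears as increased signal.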
EPAC2 ag = agonists of human EPAC2 (RAPGEF4). Q8WZA2. EPAC2 activation, biochemical qHTS; response scale: 100% = 6.5 mM cAMP response. Potency, µM (doses to about 154 µM), for the others: top-dose activation, hits mostly activators. 360,000 compounds, 0.079% hits; further: nearly all actives have a fitted effect of over 50% in size
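Nucleotide exchange monitored as fluorescence drop when BODIPY-GDP leaves Rap1B. Reaction: 100 nM EPAC2, 250 nM RAP1B-BODIPY-GDP, 50 uM GDP, room temperature, kinetic read over 30 min. Activity expressed relative to 6.5 mM cAMP.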
aSyn rescue = inhibitors of alpha-synuclein toxicity in yeast | 370,000 compounds, 0.14% hits | Yeast expressing alpha-synuclein, growth rescue, BacTiter-Glo, 24 h | Potency, µM (top dose mostly 46.1 µM), without a hit: at the highest dose growth rescue (activation), actives largely listed as activators; further: % of control where 0% means no effect; nearly all actives have a fitted effect of over 65% in size
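Rescue of yeast growth: cells expressing toxic alpha-synuclein, induced in galactose at OD600 0.02, incubated with compound 24 h at 30 C. ATP luminescence quantified growth; inhibitors of toxicity appear as activators.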
FUS suppressor = suppressors of FUS proteinopathy in yeast. S. cerevisiae FUS-expressing, growth rescue, OD600, 24 h. AID 1347120. 390,000 compounds, 0.24% hits. Potency, µM (top dose mostly 76.6 µM), without a hit: at the top dose growth rescue (activation), actives largely listed as activators;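 further: plate controls were DMSO vehicle for no effect and reference control for full effect; nearly all actives have a fitted effect of over 55% in size; some results filed as inactive show a strong effect at the top dose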
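Restored growth of FUS-toxic S. cerevisiae, read as 600 nm absorbance after 24 h at 30C in galactose medium (starting OD 0.005). Controls CP55940 and DMSO.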
* marks the source's active call; other numbers are inactive results; i = inactive; u = inconclusive; x = no result given; & = joins results of further samples; [ ] = another dose, or the depositor's remark. The call rests on the fitted dose curve; in most records, active means well fitted curve in the direction sought with a large enough effect; inconclusive means small, poorly fitted or top-dose-only effect, or another doubt; inactive means no such curve, though single readings can be large; an effect the other way counts as inactive or inconclusive. Potency means the concentration at half of the fitted maximal effect. The list is partial; rates above refer to the full screens.

Under each structure – EPAC2 antag	EPAC1 antag	EPAC1 ag	PTHR1 ag	TDP-43 yeast inh	EPAC2 ag	aSyn rescue	FUS suppressor
CCSc1nnc(N2C(=O)c3ccc(C(=O)c4ccc(C(=O)O)cc4)cc3C2=O)s1
→ 12.3%	-19.9%	-0.7%	-4.0%	11.8%	10.2%	-1.7%	-2.0%
Cc1nn(Cc2ccccc2)c(C)c1C(=O)NCCN1C(=O)S/C(=C\c2ccccc2)C1=O
→ -10.9%	13.6%	-4.7%	-15.5%	15.0%	-9.9%	-0.3%	10.5%
O=C(Nc1ccccc1)c1cccc(N2C(=O)CCC2=O)c1
→ 6.1%	-11.9%	8.6%	-4.6%	19.2%	8.0%	8.2%	-25.6%
COc1nccnc1NS(=O)(=O)c1ccc(NC(=S)NC(=O)c2ccc(F)cc2)cc1
→ 28.3%	-9.5%	0.7%	-27.5%	0.0%	27.2%	-0.7%	x
CC(NC(=O)C(C)N1CCN(Cc2ccccc2)CC1)c1ccc(F)cc1 (configuration not stated)
→ 4.6%	3.0%	-5.1%	i	-8.5%	-3.8%	-0.5%	6.0%
COc1cc(NS(=O)(=O)c2ccc(F)cc2)c(OC)cc1NC(C)=O
→ 5.9%	10.6%	0.9%	i	5.0%	-84.5%[inhibitor][15.6 µM]	4.2%	-3.4%
Cc1cc(C)cc(OCC(=O)Nc2ccc3c4c(cccc24)CC3)c1
→ 6.8%	1.9%	-2.3%	i	2.0%	-3.0%	-0.4%	-32.8%
Clc1cc(Br)ccc1OCCOCCN1CCOCC1
→ -1.3%	5.0%	4.8%	i	-0.9%	3.2%	6.8%	2.9%
CC(=O)Nc1nc2cccc([N+](=O)[O-])c2s1
→ -0.1%	0.5%	-7.3%	-16.0%	16.4%	1.8%	1.5%	6.1%
CCOC(=O)c1cnc(SCC#N)nc1N
→ 3.2%	-18.7%	-8.2%	13.8%	-18.9%	4.7%	-0.4%	0.7%
Cc1ccc(-n2ncc3c(=O)n(Cc4ccccn4)cnc32)cc1C
→ 9.8%	1.1%	-10.3%	-8.0%[57.5 µM]	u	1.7%	2.7%	1.1%
COCCNC(=O)CCn1nc(-c2ccc(Cl)cc2)c2ccccc2c1=O
→ -1.4%	-11.9%	-7.4%	-8.9%&-22.3%	-12.3%&28.0%	-3.3%	1.7%	28.3%&13.8%
Cc1cccc(C(O)c2ncc(-c3ccc(Cl)cc3)[nH]2)c1C (configuration not stated)
→ 10.2%	-6.4%	9.0%	-12.7%	24.8%	11.5%	10.0%	-7.6%
COc1ccc(OC)c(CNC(=O)CCC(=O)N2Cc3ccccc3Oc3ncccc32)c1
→ 1.9%	-28.3%	3.5%	-21.5%	-8.0%&-0.9%	3.2%	2.3%	-9.1%&-11.1%
CC(=O)Nc1cccc(OCC(=O)NC(C)C(C)C)c1 (configuration not stated)
→ 7.9%	2.2%	4.3%	i	27.8%	3.0%	-0.4%	-6.6%
CC(=O)Nc1ccc(-c2ccnc3c2CC(C(=O)NCCC(F)(F)F)O3)cc1 (configuration not stated)
→ 3.7%	13.0%	-29.1%	-12.7%	2.9%	-5.3%	-4.1%	-13.5%
COc1cccc(C2C(C(N)=O)=C(C)Nc3nc(-c4ccccc4Cl)nn32)c1 (configuration not stated)
→ 6.1%	-29.8%	1.8%	0.3%	0.0%	0.9%	2.3%	-4.3%
Cc1nn(CC(=O)NC(C)CCc2ccccc2)c(=O)c2nn(-c3ccccc3)c(C)c12 (configuration not stated)
→ 5.5%	-5.6%	-6.5%	i	-8.9%	0.2%	-1.8%	34.0%
Cc1nc2nc(CSc3nnc(C)s3)cc(=O)n2[nH]1
→ 3.9%&-1.6%	-7.5%&-2.0%	-0.2%&0.0%	0.3%	-19.3%&-14.2%	-3.6%&7.4%	-4.3%&2.9%	23.3%&28.0%
CC(C)(C)NC(=O)COC(=O)/C=C/c1ccc(F)cc1
→ 6.6%	-7.4%	-4.2%	-23.8%	14.8%	1.2%	-10.3%	2.2%

Pulled one by one from the entries so far, 5 records:
Under each structure – EPAC2 antag	EPAC1 antag	EPAC1 ag	PTHR1 ag	TDP-43 yeast inh	EPAC2 ag	aSyn rescue	FUS suppressor
CC(NC(=O)C(C)N1CCN(Cc2ccccc2)CC1)c1ccc(F)cc1 (configuration not stated)
→ 4.6%	3.0%	-5.1%	i	-8.5%	-3.8%	-0.5%	6.0%
Cc1nn(CC(=O)NC(C)CCc2ccccc2)c(=O)c2nn(-c3ccccc3)c(C)c12 (configuration not stated)
→ 5.5%	-5.6%	-6.5%	i	-8.9%	0.2%	-1.8%	34.0%
COc1cc(NS(=O)(=O)c2ccc(F)cc2)c(OC)cc1NC(C)=O
→ 5.9%	10.6%	0.9%	i	5.0%	-84.5%[inhibitor][15.6 µM]	4.2%	-3.4%
Cc1nn(Cc2ccccc2)c(C)c1C(=O)NCCN1C(=O)S/C(=C\c2ccccc2)C1=O
→ -10.9%	13.6%	-4.7%	-15.5%	15.0%	-9.9%	-0.3%	10.5%
O=C(Nc1ccccc1)c1cccc(N2C(=O)CCC2=O)c1
→ 6.1%	-11.9%	8.6%	-4.6%	19.2%	8.0%	8.2%	-25.6%

Additional entries follow.
Under each structure – EPAC2 antag	EPAC1 antag	EPAC1 ag	PTHR1 ag	TDP-43 yeast inh	EPAC2 ag	aSyn rescue	FUS suppressor
COc1cc(-c2nc(C)c(C(C)=O)n2O)ccc1OCC(=O)Nc1ccc(Cl)cc1
→ 8.7%	4.0%	-0.7%	u	12.9%	2.0%	-6.9%	37.1%
O=C(Nc1ccc(Br)cc1)c1ccccc1CC[N+](=O)[O-]
→ 3.1%	21.1%	-5.0%	-54.2%[inhibitor][57.5 µM]	-28.1%	-3.2%	-3.1%	14.0%
O=C(NC1CCN(C(=S)NCc2ccco2)CC1)C12CC3CC(CC(C3)C1)C2
→ 8.8%	19.3%	2.4%	i	-9.6%	-0.9%	3.1%	u
CNC(=S)NNC(=O)c1cn(C)nc1C
→ 3.3%	11.0%	1.9%	u	-20.4%	11.2%	-8.9%	37.6%
CC1(C)C2CCC(C2)C1(C)NC(=O)CNCc1cccs1 (configuration not stated)
→ 1.1%[57.1 µM]	-9.8%	-4.0%	-30.5%[inhibitor]	-7.1%	4.1%	0.8%	-32.6%
CCOC(=O)C1=NNC(C(=O)c2ccc(C)cc2)C1c1ccc(OC)cc1 (configuration not stated)
→ -9.5%	-6.4%	8.8%	i	20µM*	-9.5%	1.8%	23.8%
COc1ccc(C=O)cc1Cn1ccnc1
→ 5.4%	5.6%	8.1%	i	-3.8%	4.4%	1.6%	-32.5%
CC(C)N(Cc1nc(-c2ccccc2)no1)C(=O)CN1C(=O)c2ccccc2C1=O
→ -0.1%	-3.5%	4.8%	-1.0%	10.4%	6.9%	-0.8%	-4.7%
Cn1nc(C(=O)N2CCCC2)c2ccccc2c1=O
→ -2.9%	8.1%	-1.5%	i	18.3%	5.1%	6.2%	18.9%
CCN(CC)C(=O)n1nc(C)c(CN2C(=O)c3ccccc3C2=O)c1C
→ 1.0%	-10.9%	0.3%	-20.9%	0.0%	6.8%	-0.7%	12.8%
CCCc1cc(C(=O)N2CCCC(Cc3cccc(Cl)c3)(C(=O)OCC)C2)n(C)n1 (configuration not stated)
→ -28.8%	-3.3%	-7.5%	-27.1%	8.1%	0.8%	3.5%	32.9%
CCOc1cc(/C=N/n2c(C)nnc2C)ccc1O
→ -1.1%	1.8%	4.8%	i	7.3%	10.8%	-0.7%	-22.8%
CC(C)(C)NC(=O)CN(C(=O)C1CSC(=O)C1)c1ccc2c(c1)OCCO2 (configuration not stated)
→ 4.3%	2.1%	-0.1%	-3.3%[57.5 µM]	-17.7%	4.3%	-0.8%	23.3%
CCOC(=O)C1=CCN(S(=O)(=O)c2ccccc2C)C1c1cccc(Br)c1 (configuration not stated)
→ -12.4%	0.7%	-0.1%	i	23.8%	15.9%	21.3%	u
CCCn1c(=O)n(CC(=O)NCC2CCCO2)c(=O)c2c3c(sc21)COC(C)(C)C3 (configuration not stated)
→ 2.1%	4.9%	-10.0%	i	-1.4%	-2.7%	0.5%	-8.5%
CC1CCCCC1NC(=O)CCCCCn1c(=S)[nH]c2ccccc2c1=O (configuration not stated)
→ -5.7%	-12.5%	3.6%	-54.7%[inhibitor]	x	-0.4%	4.1%	13.6%
Cc1ccc(OCCOCCn2cnc3ccccc3c2=O)c([N+](=O)[O-])c1
→ 2.0%	7.7%	2.8%	i	24.3%	-3.9%	-2.9%	-2.3%
Cc1ccc2nc(-c3cccnc3)cc(C(=O)N3CCN(c4ccc([N+](=O)[O-])cc4)CC3)c2c1
→ -5.4%	-7.9%	-3.3%	i	-17.1%	2.1%	-0.6%	-12.4%
CC(C)(C)OC(=O)NCCCCCc1nnc(SCc2ccccc2F)o1
→ -29.0%	-3.2%	12.2%	-20.3%	u	9.0%	6.3%	34.1%
CC(Nc1ccc([N+](=O)[O-])cc1[N+](=O)[O-])c1ccccc1 (configuration not stated)
→ -9.4%	-28.4%	0.4%	-0.4%	12.6µM*	3.4%	0.5%	x
COc1ccc(OCC(=O)N2CCN(C(=O)c3cccc(OC)c3OC)CC2)cc1
→ x	x	x	i	14.3%	x	-12.0%	-13.4%
O=C1CN(C(=O)NCCC(=O)NC2CCCCC2)c2ccccc2N1
→ 5.4%	-17.2%	12.2%	i	6.9%	4.6%	-0.3%	-11.8%
O=C(Nc1ncccc1O)c1ccc(NS(=O)(=O)c2ccc3[nH]c(=O)[nH]c3c2)cc1
→ -8.9%	-24.6%	3.6%	u	-34.9%	5.8%	-12.7%	25.8%
CCCC(C(=O)N(C)CC(=O)Nc1ccc(N2CCOCC2)cc1)c1ccccc1 (configuration not stated)
→ -3.9%	3.5%	-0.7%	i	8.0%	0.7%	-6.5%	17.3%
COc1cccc(CN(C)C(=O)c2cc(S(=O)(=O)NC3CCCCC3)ccc2C)c1
→ -8.2%	-6.5%	2.5%	-30.4%	9.1%	-3.6%	-0.3%	31.7%
COc1ccc(-c2csc(NC(=O)C3CCCCN3S(=O)(=O)c3ccccc3)n2)cc1 (configuration not stated)
→ -4.6%	-19.7%	9.9%	-49.4%[inhibitor][57.5 µM]	u	-0.9%[15.6 µM]	14.5%	24.5%
COc1ccc(N2CCN(C(=O)C3CCCN(S(=O)(=O)c4ccc5c(c4)oc(=O)n5C)C3)CC2)cc1 (configuration not stated)
→ -14.0%	4.7%	1.4%	-5.9%&-13.6%	3.4%&14.8%	-4.3%	6.3%	-7.2%&-18.3%
Cc1ccccc1CSc1nnc(NC(=O)Cc2cccs2)s1
→ 1.9%	-8.8%	-4.9%	i	5.4%	-4.9%	1.7%	19.2%

Assay outcomes deposited in PubChem by National Center for Advancing Translational Sciences (NCATS).
